CatB block: blocks human cathepsin B protease activity; purified cathepsin B, fluorogenic substrate, fluorescence; inhibition, %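 (tested at 10 µM)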; actives 0.1% (n = 63,000); in the data active = inhibition above about 21%;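 also: 0% = enzyme with no compound and 100% = no enzyme blank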
Ec RNAP inh: inhibitors of Escherichia coli RNA polymerase; P0A8V2; AID 559; E. coli RNA polymerase, fluorescence transcription assay; actives 0.2% (n = 62,000); inhibition, %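 (tested at 10 µM)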; in the data active = inhibition above about 20%;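 also: 0% = enzyme without compound and 100% = no enzyme blank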
AP complement: alternative pathway complement inhibition, orthogonal assay | Human serum alternative complement pathway, LPS-coated ELISA, C3 deposition; tested in compound mixtures | inhibition, % at 5 µM | actives 0.08% (n = 62,000);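 active = inhibition above 30% in each of the two pooled mixtures holding the compound, so the lower value exceeds 30%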;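 also: 0% = serum in Mg-EGTA without compound and 100% = EDTA serum blank; some compounds past the cut are filed as inactive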
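Assay system: Human serum alternative complement pathway, C3 deposition on LPS-coated wells | Incubation: 1 h serum-compound exposure at 37 °C | Doses: 5 µM per compound in ten-compound mixtures | Read-out: Percent inhibition | Technique: ELISA with HRP anti-human C3 antibody, TMB substrate, absorbance 450 nm | Replication: Two pool placements per compound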
C1s inh: blocks human complement C1s protease activity. P09871. purified C1s, fluorogenic AMC substrate, pooled mixtures. mean inhibition % of two 10-compound mixtures (active compounds read high), % at 5 µM (by protocol). actives 0.16% (n = 62,000). AID 538;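 active = inhibition above 20% in each of the two 10-compound mixture wells holding the compound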;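 also: 0% = enzyme wells lacking compound mixture and 100% = no-enzyme blank wells; some compounds called inactive have numbers as strong as hits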
Target sequence (P09871 16-437 limits assumed): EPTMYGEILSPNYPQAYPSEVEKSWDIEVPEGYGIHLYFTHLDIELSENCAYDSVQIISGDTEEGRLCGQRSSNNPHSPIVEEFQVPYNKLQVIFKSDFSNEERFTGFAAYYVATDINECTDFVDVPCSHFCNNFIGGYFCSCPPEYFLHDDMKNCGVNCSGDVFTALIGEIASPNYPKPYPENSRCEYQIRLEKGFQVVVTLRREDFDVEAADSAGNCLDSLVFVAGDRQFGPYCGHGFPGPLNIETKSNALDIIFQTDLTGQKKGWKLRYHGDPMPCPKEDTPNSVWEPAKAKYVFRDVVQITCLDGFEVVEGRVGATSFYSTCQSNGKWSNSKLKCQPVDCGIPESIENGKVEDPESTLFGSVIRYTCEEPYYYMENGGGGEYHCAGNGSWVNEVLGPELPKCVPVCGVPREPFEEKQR
Target sequence (P09871 438-688 limits assumed): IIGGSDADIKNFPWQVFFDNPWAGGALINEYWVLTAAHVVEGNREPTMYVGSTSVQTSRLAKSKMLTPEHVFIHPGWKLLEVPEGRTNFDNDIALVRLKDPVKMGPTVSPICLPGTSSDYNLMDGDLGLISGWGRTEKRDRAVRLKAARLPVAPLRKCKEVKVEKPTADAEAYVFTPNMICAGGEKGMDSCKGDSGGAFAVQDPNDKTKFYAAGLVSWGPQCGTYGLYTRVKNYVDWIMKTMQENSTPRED
CatG inh: blocks human cathepsin G enzyme activity | purified enzyme, AMC-tetrapeptide fluorescence, pooled mixtures | inhibition, % at 5 µM (by protocol) | actives 0.2% (n = 62,000);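 active = inhibition above 20% in each of the two mixture wells holding the compound; inactive = inhibition of 20% or less in either well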;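 also: 0% = enzyme control without mixture and 100% = blank lacking enzyme; strong numbers were not always called active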
CatS inh: human cathepsin S inhibition. P25774. recombinant cathepsin S, AMC dipeptide fluorescence, pooled mixtures. inhibition, %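 (tested at 5 µM per compound within 10-compound mixtures)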. actives 0.06% (n = 62,000). AID 501; in the data active = inhibition above about 32%, passing the limit was not always enough; inconclusive = no clear call, values can overlap the other calls;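 also: 0% = enzyme without compound and 100% = blank without enzyme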
CatB mixtures: inhibitors of human cathepsin B in compound mixtures; actives 0.06% (n = 62,000); P07858; AID 488; inhibition, %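 (ten-compound pools at 5 µM per compound and 50 µM total)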; Purified cathepsin B, AMC dipeptide fluorescence; in the data active = inhibition above about 22%, passing the limit was not always enough; inconclusive = no clear call, values can overlap the other calls;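 also: 0% = enzyme without compound and 100% = no enzyme blank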
CatL block: inhibitors of human cathepsin L; inhibition, %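 (tested at 10 µM)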; actives 0.17% (n = 58,000); purified cathepsin L, fluorogenic substrate, fluorescence; in the data active = inhibition above about 45%;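 also: 0% = enzyme with no compound and 100% = no enzyme blank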
Target sequence (P07711 114-288 limits assumed): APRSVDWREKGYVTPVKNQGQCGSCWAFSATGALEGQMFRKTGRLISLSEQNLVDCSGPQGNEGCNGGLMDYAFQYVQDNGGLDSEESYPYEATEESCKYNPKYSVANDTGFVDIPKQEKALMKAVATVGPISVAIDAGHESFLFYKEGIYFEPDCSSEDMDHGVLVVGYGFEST
Target sequence (P07711 292-333 limits assumed): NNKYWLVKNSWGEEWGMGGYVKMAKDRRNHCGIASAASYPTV
FXIa mix inh: blocks human factor XIa in pooled compound mixtures; P03951; purified FXIa, fluorogenic substrate; inhibition, % at 5 µM; actives 0.19% (n = 62,000); AID 680; in the data active = inhibition above about 20%, passing the limit was not always enough;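 also: each value is inhibition by a whole ten-compound pool holding the compound; 0% = enzyme with no mixture and 100% = wells lacking enzyme; strong numbers were not always called active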
Starred values were filed as active, the others as inactive; ? = inconclusive; / = no result given. Not all compounds are listed, so the mix of outcomes need not match the whole.

C1s inh	Ec RNAP inh	CatS inh	CatL block	FXIa mix inh	CatB block	CatB mixtures	AP complement	CatG inh	compound
5.5	7.0	11.7	-4.9	5.3	2.3	8.2	11.4	1.2	CCC(C)NC(=O)c1cnn2c1NC(c1ccc3c(c1)OCO3)CC2C(F)(F)F (centres undefined)
-5.6	-1.7	-4.4	-1.2	6.4	-8.8	6.1	19.9	-2.0	CCn1c(SCc2ccc(C(=O)OC)o2)nc2sc3c(c2c1=O)CCCC3
-4.0	5.5	0.6	-1.0	3.4	-3.3	1.9	13.6	-0.8	CCS(=O)(=O)N1CCC(C(=O)NCCCN2CCN(c3ccccc3F)CC2)CC1
7.8	2.2	-4.7	10.3	3.2	3.1	0.8	8.8	7.9	CN(C)C(CNC(=O)CCCc1c[nH]c2ccccc12)c1ccco1 (centres undefined)
2.7	2.8	3.2	-5.5	6.7	-1.5	1.6	29.1	12.4	O=S(=O)(O)c1nc2ccccc2n1Cc1ccc(Cl)cc1
16.3	1.5	-0.9	8.2	8.0	-0.3	5.6	15.7	7.0	Cc1ccc(S(=O)(=O)N2CCOCC(=O)NCCOCCNC(=O)COCC2)cc1
4.0	12.2	4.7	16.6	-3.2	1.0	-7.5	-1.8	9.7	Cc1cccc(OCCNc2nc3c(c(=O)n(C)c(=O)n3C)n2C)c1
2.0	23.9*	-1.9	13.5	-2.3	2.7	5.7	6.0	9.1	COCCN1C(=O)C(O)=C(C(C)=O)C1c1ccc(OC)c(OC)c1 (centres undefined)
6.1	2.9	-5.3	/	4.9	-0.2	5.8	4.8	0.0	COCCNC(=O)c1ccc2c(c1)NC(=O)CS2
-66.1	1.6	-9.1	4.2	-10.2	3.5	-4.7	6.5	0.0	CCN1C(=O)CC(N2CCN(C(c3ccccc3)c3ccccc3)CC2)C1=O (centres undefined)
-18.0	3.8	0.1	-27.4	6.8	2.4	-1.5	2.4	5.3	Cc1ccc2c(c1)c1cccc3c1n2CCN3CCC(N)=O
-17.4	5.0	1.7	/	-6.3	3.1	-5.8	0.9	1.4	CCn1c(SCC(=O)N2CCc3ccccc3C2)nc2c1c(=O)n(C)c(=O)n2C
5.2	9.4	0.2	4.0	2.3	6.8	3.2	-1.2	11.5	Nc1ccc2c(c1)-c1ccccc1S(=O)(=O)N2
11.6	3.1	-0.3	-7.3	2.6	-0.5	2.4	-4.9	9.1	c1ccc(CCn2nnnc2CN2CCCc3ccccc32)cc1
0.6	2.4	-3.7	-6.4	9.4	-4.9	3.4	13.0	0.4	Cc1occc1C(=O)Nc1ccc2c(c1)OCO2
-28.2	4.4	4.8	/	-2.9	1.3	0.6	-3.4	-0.7	Cc1cc(Cl)cc(Br)c1OCCCCn1cncn1
14.2	7.3	-4.4	/	9.1	4.3	1.4	22.5	8.2	Cc1ccc2nc(NC(=O)C3CCN(S(=O)(=O)c4ccc5c(c4)oc(=O)n5C)CC3)sc2c1
4.5	/	-0.9	-4.5	2.7	-0.2	1.1	-10.4	-1.3	O=C(Nc1ccc2nsnc2c1)c1cccs1
0.8	6.0	-2.4	1.8	2.1	-0.2	1.9	2.1	3.5	O=C(NCCc1ccc(Cl)cc1)c1cnc2n(c1=O)CCS2
18.7	11.5	15.0	20.4	20.1	0.5	6.4	8.6	11.9	COc1ccc(OC)c(S(=O)(=O)N2CCC(C(=O)Nc3cccc(C(F)(F)F)c3)CC2)c1
1.0	10.7	-1.5	7.7	3.1	3.3	2.7	3.6	8.6	CCOc1cc2[nH]c(=S)n(CCOC)c(=O)c2cc1OCC
1.1	5.7	2.3	9.5	2.9	1.4	-0.6	-6.3	0.9	Cc1noc(C)c1CSCC(=O)OCC(=O)N1CC(=O)Nc2ccccc21
-3.2	7.7	10.5	-42.7	7.7	1.3	6.5	2.8	13.5	CCCc1cc(C(=O)Nc2sc(C)c(C)c2C(=O)OCC)no1
-22.5	4.4	-6.8	0.6	-8.4	3.7	-8.3	6.0	2.1	COCC(=O)NC1CC2CCCC(C1)N2Cc1ccccc1 (centres undefined)
-11.2	9.4	13.6	18.0	5.2	1.5	0.1	-15.7	0.7	Cc1cc(F)ccc1S(=O)(=O)Nc1ccccc1C(=O)Nc1ccc2[nH]c(=O)[nH]c2c1
10.3	3.0	2.7	7.1	5.2	0.2	5.7	10.2	9.5	O=C(CN1CCN(CCC(=O)Nc2ccccc2F)CC1)Nc1ccc(F)cc1
7.3	2.6	1.7	-2.7	8.8	-1.4	7.2	16.8	3.8	O=C(Nc1cnn(Cc2ccc(Cl)cc2)c1)C1CCCC1
-14.7	-3.5	-7.0	-1.5	-5.0	2.2	-7.3	12.6	4.8	Cc1ccnc(NC(=O)c2ccc(NC(=O)c3ccco3)cc2)c1
-29.6	1.3	-3.1	0.2	7.6	-8.5	3.9	12.4	-1.8	O=C(COC(=O)C1CCCCC1C(=O)N1CCc2ccccc21)NCc1ccco1 (centres undefined)
3.5	5.4	2.9	/	12.8	-3.9	6.9	23.5	-0.2	CCOC(=O)c1c(C)n(C)c2ccc(OCC(O)CN3CCN(C)CC3)cc12 (centres undefined)
5.0	6.6	?	11.6	10.9	1.0	11.1	2.0	0.0	COC(=O)c1ccccc1NC(=O)C(C)Oc1ccccc1 (centres undefined)
3.8	2.8	-7.7	10.4	-1.0	1.7	-11.3	-0.1	8.3	Cc1ccc(S(=O)(=O)c2nc(-c3ccco3)oc2SCC(=O)NCC2CCCO2)cc1 (centres undefined)
-2.8	5.1	0.5	-1.2	-1.3	-4.8	-9.3	10.0	6.9	Cc1ccc(N2CC(C(=O)N3CCN(C(=O)c4ccco4)CC3)CC2=O)cc1 (centres undefined)
-11.9	-7.7	-1.7	-9.5	7.2	3.9	1.3	12.9	-6.8	O=C(COC(=O)c1ccc(Br)o1)NCCCc1ccccc1
2.9	4.3	1.9	/	0.6	1.0	2.5	7.1	7.6	COc1ccc(C(c2sc3ncnn3c2O)N2CCN(c3ccccc3F)CC2)cc1OC (centres undefined)
-12.2	4.3	12.8	7.9	4.6	3.4	1.7	2.0	-0.4	O=c1[nH]c2ccccc2c(=O)n1Cc1ccco1
-198.5	5.2	-15.8	11.1	-23.3	3.4	-7.2	16.9	-16.3	O=C(Cn1c(=O)oc2cc(S(=O)(=O)N3CCCC3)ccc21)NC1CCCc2ccccc21 (centres undefined)
-63.3	-7.2	-15.1	-1.8	-16.9	4.5	-3.1	-8.4	-24.2	Cc1ccc(OCc2nnc(SCC(=O)c3ccccc3)n2Cc2ccco2)cc1
6.8	7.2	10.8	2.0	3.7	2.2	4.2	-1.1	8.6	O=C(Nc1c(C(=O)O)[nH]c2ccccc12)NC1CCCCC1
-23.2	5.0	-9.8	11.5	4.5	1.7	1.4	21.8	-0.2	CC(=O)NS(=O)(=O)c1ccc(NC(=O)c2ccccc2F)cc1
-1.0	-0.4	-12.1	-10.7	8.1	-1.1	2.0	12.5	-0.4	CCOc1ccccc1NC(=O)C1CCCN(S(=O)(=O)c2c(C)[nH]c(=O)[nH]c2=O)C1 (centres undefined)
-3.4	-6.8	-2.3	5.2	1.4	-6.1	-1.3	-8.7	-9.7	CCC(C)NC(=O)C1c2ccccc2C(=O)N1Cc1cc(OC)ccc1OC (centres undefined)
-1.7	7.1	32.0	16.9	4.8	6.2	5.8	16.0	9.1	CCn1ccc(C(=O)Oc2ccc(C(C)C)cc2)n1
5.3	1.9	-9.8	0.2	9.2	-5.3	-1.7	14.6	3.7	Cc1ccc(C)c(OCCCCCn2ccnc2)c1
12.8	6.1	5.3	2.8	5.3	1.9	4.9	10.8	10.9	Cc1ccc2oc(=O)n(Cc3ccccc3OC(C)C)c2c1
7.8	8.1	4.4	5.5	0.9	1.8	2.8	3.6	-4.2	COc1ccccc1N(CC(=O)NCc1ccccc1)S(C)(=O)=O
-1.5	8.6	7.0	6.7	-1.0	0.9	-1.4	0.5	0.3	Cc1csc(NC(=O)CSc2nc(C)nc3c2c(=O)n(C)c(=O)n3C)n1
11.2	6.2	14.1	-9.4	8.8	2.1	4.9	4.3	9.9	COc1ccc2[nH]c(=O)c(CN(C(=O)C3CCCO3)c3ccc(C)cc3)cc2c1 (centres undefined)
11.4	1.3	-0.6	2.8	4.2	-4.4	3.8	7.0	13.5	Cc1cc(C(=O)CSc2nnc(-c3ccccc3)n2C)c(C)n1C
14.1	2.7	5.9	12.4	-0.2	3.3	0.2	7.4	10.3	COC(=O)Cn1c(CN2CCOCC2)nc2c1c(=O)[nH]c(=O)n2C
-1.8	-4.3	-1.2	1.2	7.0	2.1	-0.9	-1.0	3.1	Clc1ccc2nc(CSc3nnc(-c4c[nH]c5ccccc45)o3)cn2c1
-13.2	0.8	-1.1	3.5	-8.4	2.4	0.7	-3.3	-5.3	CCN(CC)c1ccc2cc(-c3nc4ccccc4[nH]3)c(=O)oc2c1
-4.7	7.5	6.2	4.8	2.9	-4.1	7.3	-4.6	2.1	O=C(c1ccc2c(c1)OCO2)N1CCN(c2ccccc2)CC1
-3.2	-0.5	-8.6	-6.1	-10.4	-7.4	3.8	19.6	0.1	COc1ccc(CCNC(=O)CCC(=O)N2CCN(S(=O)(=O)c3ccccc3)CC2)cc1OC
-6.5	10.2	7.9	23.3	10.9	3.9	5.9	6.9	8.1	CC1(C)CC(NC(=O)C23CCC(C)(C(=O)C2)C3(C)C)CC(C)(C)N1 (centres undefined)
-6.9	5.2	10.0	10.8	8.3	4.8	1.3	6.4	25.5	O=C(CC1c2ccccc2Oc2ccccc21)N1CCN(c2ccccn2)CC1
-15.1	-11.8	-3.1	-1.2	5.8	-3.9	-4.6	15.4	-3.3	COc1ccc(-c2nnnn2C)cc1S(=O)(=O)NCc1ccccc1
-212.8	8.3	-23.2	-8.3	-30.4	3.2	-9.6	4.1	-17.0	c1ccc(-n2nnc3c(N4CCOCC4)ncnc32)cc1
-3.7	1.2	-4.1	/	-3.3	-0.1	1.7	11.4	-1.7	O=C(O)C1CCC(=O)N1C1c2ccccc2Oc2ccccc21 (centres undefined)
-4.1	0.9	19.1	-3.2	6.2	-0.6	-1.9	11.7	-0.5	CC(=O)c1cccc(S(=O)(=O)N2CCCC(c3nc(-c4ccc(C)o4)no3)C2)c1 (centres undefined)
16.9	5.8	3.8	1.9	6.9	3.7	-0.8	7.5	5.1	O=C(Cn1cnc2scc(-c3ccccc3)c2c1=O)N1CCOCC1
12.5	5.8	3.9	18.8	0.8	2.6	-0.3	2.8	9.6	CCN1CCCC1CNC(=O)CCc1nc(-c2ccc(C)cc2)no1 (centres undefined)

4 compounds drawn at random from the list so far, as already listed:
C1s inh	Ec RNAP inh	CatS inh	CatL block	FXIa mix inh	CatB block	CatB mixtures	AP complement	CatG inh	compound
-3.2	-0.5	-8.6	-6.1	-10.4	-7.4	3.8	19.6	0.1	COc1ccc(CCNC(=O)CCC(=O)N2CCN(S(=O)(=O)c3ccccc3)CC2)cc1OC
-3.7	1.2	-4.1	/	-3.3	-0.1	1.7	11.4	-1.7	O=C(O)C1CCC(=O)N1C1c2ccccc2Oc2ccccc21 (centres undefined)
14.1	2.7	5.9	12.4	-0.2	3.3	0.2	7.4	10.3	COC(=O)Cn1c(CN2CCOCC2)nc2c1c(=O)[nH]c(=O)n2C
-15.1	-11.8	-3.1	-1.2	5.8	-3.9	-4.6	15.4	-3.3	COc1ccc(-c2nnnn2C)cc1S(=O)(=O)NCc1ccccc1

From PubChem BioAssay
